S1P1 ag pot = activates or potentiates agonism at human S1P1 receptor; 0.57% of 56,000 active; P21453; AID 449; S1P1 CRE-bla cells, forskolin, beta-lactamase FRET, potentiator mode; S1P1 agonist co-added at EC20, 2 nM; 100% = saturating reference agonist, 0% = basal; activation, % at 9.5 µM;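 active = activation above a cutoff set at the mean activation of all tested compounds plus 3 SD, cut at about 54% in these data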;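 also: forskolin at 4 µM as EC80 and the EC20 agonist is SEW2871; 100% = SEW2871 at its EC100 plus forskolin at EC80; some compounds past the cut are filed as inactive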
HTR1E agonist = 5-HT1E (human) receptor agonism. CHO 5-HT1E Ga15 NFAT-bla reporter, FRET; 0% DMSO wells, 100% control agonist wells. activation, % at 6 µM. 0.69% of 65,000 active;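 active = activation above a set limit, the screen-wide mean activation plus 3 SD, cut at about 8.5% in these data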;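 also: 100% = positive control agonist at 1 µM giving full maximal response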
RORA act = activators of human nuclear receptor RORA; activation, % at 10 µM; CHO-K1 Gal4-RORA LBD luciferase reporter, luminescence; percent increase over mock-subtracted basal signal; 1.5% of 65,000 active;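 active = activation above the mean of all tested compounds plus 3 SD, cut at about 49% in these data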;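 also: 0% = DMSO-treated RORA cells and 100% = added signal equal to DMSO minus mock-transfected cells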
Target sequence (P35398 whole entry, looked up, the tested form may be a part): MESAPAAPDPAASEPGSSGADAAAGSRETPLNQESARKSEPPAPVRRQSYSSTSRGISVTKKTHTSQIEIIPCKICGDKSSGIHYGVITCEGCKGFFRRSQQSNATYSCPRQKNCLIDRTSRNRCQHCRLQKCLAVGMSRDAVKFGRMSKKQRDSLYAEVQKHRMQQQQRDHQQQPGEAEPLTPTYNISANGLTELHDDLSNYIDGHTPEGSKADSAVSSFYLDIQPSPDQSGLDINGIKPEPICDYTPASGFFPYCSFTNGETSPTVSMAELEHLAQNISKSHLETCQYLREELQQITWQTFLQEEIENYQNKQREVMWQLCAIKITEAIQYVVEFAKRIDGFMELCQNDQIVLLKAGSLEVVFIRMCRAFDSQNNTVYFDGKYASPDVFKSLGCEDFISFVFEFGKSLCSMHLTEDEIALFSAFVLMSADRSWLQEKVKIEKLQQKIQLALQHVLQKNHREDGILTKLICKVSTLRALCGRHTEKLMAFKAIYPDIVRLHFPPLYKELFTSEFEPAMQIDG
5HT1a antag = 5-HT1a (human) receptor antagonism; P08908; CHO 5-HT1a Ga15 NFAT-bla reporter, antagonist mode; inhibition, % at 10 µM; 0.68% of 62,000 active; AID 612;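 active = inhibition above the mean of all tested compounds plus 3 SD, cut at about 43% in these data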;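 also: receptor stimulated by 5-CT agonist at 100 nM near EC80; beta-lactamase reporter measured by ratiometric fluorescence of a cleavable substrate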
SF-1 act = activates the human nuclear receptor SF-1; CHO-K1 Gal4-SF-1 LBD luciferase reporter; % increase over DMSO SF-1-specific signal; activation, % at 10 µM; 1.9% of 65,000 active;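 active = activation above the mean activation of all tested compounds plus 3 SD, cut at about 50% in these data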
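Material: Transient Gal4-SF-1 LBD reporter, CHO-K1 | Input: 4,000 cells/well | Dosing: One dose, 10 µM compound, 1% DMSO | Incubation: 20 h compound treatment, 37 °C | Detection: SteadyLite luciferase luminescence | Evaluation: Percent activation relative to DMSO median and mock-transfected background | Benchmarks: DMSO-treated SF-1-transfected cells as negative, DMSO-treated mock-transfected cells lacking SF-1 as background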
S1P3 agonist = S1P3 (human) receptor agonism; activation, % at 4.5 µM; S1P3 NFAT-BLA reporter cells, FRET ratio; relative to 1 µM S1P, basal subtracted; Q99500; 0.1% of 60,000 active;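 active = activation above the screen-wide mean plus 3 SD, cut at about 4.5% in these data, passing the limit was not always enough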; also: some compounds called inactive have numbers as strong as hits
Target sequence (Q99500 whole entry, looked up): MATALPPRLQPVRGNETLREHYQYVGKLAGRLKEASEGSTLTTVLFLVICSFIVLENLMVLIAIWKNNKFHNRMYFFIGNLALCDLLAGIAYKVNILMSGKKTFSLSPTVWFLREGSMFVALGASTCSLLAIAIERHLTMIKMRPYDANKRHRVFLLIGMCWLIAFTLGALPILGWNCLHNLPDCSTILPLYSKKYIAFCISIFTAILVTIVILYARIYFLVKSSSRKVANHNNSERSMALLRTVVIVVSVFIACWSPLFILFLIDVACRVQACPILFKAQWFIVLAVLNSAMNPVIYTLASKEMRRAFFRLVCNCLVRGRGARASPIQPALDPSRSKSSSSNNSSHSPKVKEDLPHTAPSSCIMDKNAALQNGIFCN
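Assay system: CHO cells stably expressing human S1P3, Gα16 and NFAT-β-lactamase reporter. Timing: overnight plating, 4 h compound 37 °C, 2 h substrate RT. Signal: β-lactamase FRET emission ratio 460/535 nm. Measure: percent activation versus median 1 µM S1P response, basal-subtracted, per plate. Repeats: primary screen single test, confirmation screen in triplicate.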
AP ELISA ortho = alternative pathway complement inhibition, orthogonal assay. inhibition, % at 5 µM. AID 1235. 0.08% of 62,000 active. Human serum alternative complement pathway, LPS-coated ELISA, C3 deposition; tested in compound mixtures;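 active = inhibition above 30% in each of the two pooled mixtures holding the compound, so the lower value exceeds 30%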;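 also: 0% = serum in Mg-EGTA without compound and 100% = EDTA serum blank; some compounds past the cut are filed as inactive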
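Test system – human serum alternative complement pathway, C3 deposition on LPS-coated wells · Buffer or medium – diluted human serum in Mg2+-EGTA GVB++ · Compound dosing – 5 µM each compound, pools of ten, 50 µM per pool · Schedule – 1 h serum-compound exposure at 37 °C · Measured by – Anti-C3 ELISA, OD 450 nm · Read-out basis – percent inhibition of C3 deposition onto LPS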
tolC growth inh = E. coli tolC mutant growth inhibition | 2.2% of 65,000 active | growth inhibition, % at 10 µM (by protocol) | E. coli BW25113 tolC mutant growth, OD615;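 active = growth inhibition at or above a cutoff equal to the mean over every tested compound plus 3 SD, cut at about 60% in these data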;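 also: growth measured after 20 h incubation at 37 °C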
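Test system: tolC-deleted E. coli BW25113; medium: LB with kanamycin 50 µg/mL; compound: single-point testing at 10 µM; incubation: 20 h compound exposure of bacteria at 37 °C; signal: OD at 615 nm; evaluation: growth inhibition in percent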
HTR1E antagonist = blocks the human 5-HT1E serotonin receptor. 0.99% of 65,000 active. CHO 5-HT1E Ga15 NFAT-bla reporter, FRET, antagonist. inhibition, % at 6 µM. P28566;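 active = inhibition above a set limit, the mean inhibition across every tested compound plus 3 SD, cut at about 29% in these data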;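 also: signal is the 460 over 535 nm emission ratio of beta-lactamase substrate; 0% = agonist plus DMSO wells and 100% = wells without agonist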
* hit, by the source's call; nt = not tested or not shown.

SMILES | S1P1 ag pot | HTR1E agonist | RORA act | 5HT1a antag | SF-1 act | S1P3 agonist | AP ELISA ortho | tolC growth inh | HTR1E antagonist
Cc1ccc(S(=O)(=O)NCCCNC(=O)c2ccccc2)cc1 | nt | 0.1 | -9 | -11 | 4 | nt | 14 | -2 | -15
O=C(c1ccccc1)c1ccccc1C(=O)N1CCOCC1 | nt | -0.4 | -28 | 1 | -22 | -0.2 | 13 | -21 | -4
COc1cc(C(c2sc3nc(C)nn3c2O)N2CCc3ccccc3C2)cc(OC)c1OC (centres undefined) | -15 | 1.2 | -2 | -5 | -22 | -0.1 | 10 | -8 | -3
C1=CN2CCC1C(c1ccccc1)C2 (centres undefined) | -11 | 0.0 | -4 | 5 | 5 | -0.3 | 8 | -18 | -1
CCc1nc2sc3ccccc3c(=O)c2c(=O)n1Cc1ccco1 | -22 | 0.1 | 0 | -3 | 5 | 0.7 | 0 | 91* | 0
Cc1cc(C)nc(N2CCC(C(=O)NC3CCCc4ccccc43)CC2)n1 (centres undefined) | 5 | -0.2 | 15 | 1 | -1 | -1.0 | 6 | 0 | 1
CCn1nnnc1SCC(=O)NCc1cccs1 | -6 | 1.4 | 5 | -13 | 4 | 0.4 | 8 | -16 | 1
COc1cccc(N2CCN(C(=O)c3ccc(N4C(=O)NC5CC4(C)Oc4ccccc45)cc3)CC2)c1 (centres undefined) | 0 | -0.8 | 1 | -15 | -10 | -0.3 | 18 | -1 | -3
O=c1nc(N2CCOCC2)nc2n1CCO2 | 18 | 0.6 | -2 | -4 | 27 | -1.0 | 20 | -8 | 13
COc1ccc(NC(=O)N2CCCC(c3nc(-c4ccc(C(C)C)cc4)no3)C2)cc1 (centres undefined) | 9 | 0.7 | -25 | 5 | -59 | -1.5 | 9 | 62* | 5
COCCn1nnnc1C(c1cc2ccc(OC)cc2[nH]c1=O)N1CCc2ccccc2C1 (centres undefined) | 22 | -0.8 | 0 | 2 | -11 | -0.5 | 2 | -6 | 0
O=C(NCc1ccccc1)N(Cc1cc2cc3c(cc2[nH]c1=O)OCO3)CC1CCCO1 (centres undefined) | 14 | -0.4 | -8 | 10 | -13 | -1.0 | nt | 15 | 7
O=C(NC1CCCC1)C1CCCN1C(=O)Nc1ccc(Cl)cc1 (centres undefined) | 2 | -1.0 | -17 | 3 | 6 | -1.1 | 16 | -16 | -9
COc1ccc(NC(=O)CCNC(=O)Cn2ccc3ccccc3c2=O)c(OC)c1 | nt | 0.7 | 8 | 6 | -3 | nt | 29 | 1 | -1
CCOC(=O)N1CCC(NC(=O)Cn2cccc2C(=O)c2ccccc2)CC1 | 2 | 0.1 | -9 | 8 | -8 | -0.6 | 4 | -4 | 0
COC(=O)c1cccc(NC(=O)CN2CCOCC2)c1 | 2 | 0.0 | -6 | 1 | 3 | 1.3 | 6 | -13 | -13
Cc1ccc2c(c1)NC(=O)C(CC(=O)NCCCN1CCCC1=O)O2 (centres undefined) | -15 | -0.2 | -5 | -5 | -3 | 0.4 | 7 | -12 | 8
Nc1nc2n(n1)C(c1cccs1)CC(c1ccc(Br)cc1)N2 (centres undefined) | 8 | 0.3 | -4 | nt | -14 | -1.9 | nt | 0 | 3
O=C(O)CC(Cc1ccc(Br)cc1)C(=O)O (centres undefined) | -19 | -1.0 | 4 | -3 | 13 | -1.0 | 24 | -26 | -120
CCOc1ccc(NS(=O)(=O)c2ccc(NS(C)(=O)=O)cc2)cc1 | -10 | 0.1 | -21 | -3 | -13 | -1.0 | 20 | 2 | 9
COC(=O)c1ccccc1NC(=O)c1cc(-c2ccc(OC)c(OC)c2)on1 | -6 | 0.4 | -5 | -9 | -4 | -0.3 | 0 | 0 | -4
COC(=O)CSc1nnc(-c2ccco2)n1-c1ccc(C)cc1 | -6 | 0.5 | 4 | 11 | -22 | -0.2 | 29 | -11 | -6
COc1cc(CN(C)CCc2ccccn2)cc(OC)c1OC | 10 | 0.8 | -8 | 14 | -9 | -0.1 | 22 | -14 | 15
CN1CCN(CCCn2cnc3c(=O)oc4ccccc4c32)CC1 | nt | 0.8 | -5 | -12 | -6 | 0.3 | 10 | -15 | 6
COC(=O)C(NC(C)=O)(Nc1ccccc1)C(=O)OC | 10 | -0.5 | -1 | nt | -3 | -3.1 | nt | -17 | -9
CC(C)CC(NC(=O)C(NC(=O)OC(C)(C)C)C(C)C)C(=O)N1CCCC1C(N)=O (centres undefined) | -2 | -0.9 | -8 | -2 | -5 | 0.0 | -10 | -12 | -5
Cc1ccccc1Nc1nnc(SCC(=O)NCc2ccco2)s1 | -2 | 0.6 | 13 | 5 | 3 | -0.2 | 5 | -2 | -3
COc1ccccc1NC(=O)c1ccc(S(=O)(=O)N2CCCC2)cc1 | 10 | 0.9 | 13 | 1 | 8 | 0.0 | 14 | -4 | 9
Cc1ccc(C(C)C)c(OCc2nnc(SCC(=O)Nc3nccs3)n2C)c1 | -8 | -1.0 | -6 | -5 | -9 | -1.2 | -9 | -21 | -2
CCOC(=O)c1c(N)nn(C(=O)CC)c1-c1ccccc1 | -6 | -1.1 | 4 | 5 | -2 | -0.3 | nt | -6 | 12
CCN1C(=O)CC(C(=O)Nc2ccc(F)cc2)SC1=Nc1ccc2c(c1)OCO2 (centres undefined) | 22 | -1.1 | -9 | 0 | -6 | -0.4 | 7 | 5 | 8
O=C(OCC(=O)N1CCc2ccccc21)c1ccc[n+]([O-])c1 | nt | -0.3 | -7 | 7 | 0 | nt | 5 | -6 | 3
CC(C)Oc1ccc(C(=O)N2CCCc3ccccc32)cc1 | 7 | 0.5 | -12 | 9 | 11 | 0.2 | 0 | 58 | 14
CC(C)(C)NC(=O)CN(C(=O)CCN1CCCc2ccccc21)C(C)(C)C | nt | -0.6 | 2 | -3 | -3 | nt | 13 | 5 | 7
O=C1CC2CS(=O)(=O)CC2N1c1ccc(Oc2ccccc2)cc1 (centres undefined) | 6 | 0.0 | -2 | -4 | -8 | 0.4 | 20 | -10 | 5
Cn1c(N)c(C#N)c(C#N)c1-c1ccccc1 | 13 | -0.5 | -18 | nt | 1 | -3.7 | nt | -1 | -3
O=C(NCCNC(=O)c1cccs1)c1ccco1 | nt | 0.9 | -12 | 7 | 13 | nt | 5 | -18 | -3
CCCCNC(=O)CCC(=O)Nc1ncc(-c2ccc(C)cc2)n1C | 6 | 0.7 | 21 | -3 | 2 | -1.7 | 15 | 1 | 20
CCCNC(=O)CN(c1ccc(F)c(Cl)c1)S(C)(=O)=O | nt | -0.5 | 4 | 13 | -7 | 0.2 | 23 | 0 | -10
Cc1nn(C)c(C)c1NC(=O)CSc1nc(Cc2ccccc2)nc2c1cnn2-c1ccccc1 | 3 | -1.1 | -1 | 1 | -15 | -0.5 | -4 | 22 | -4
CCNS(=O)(=O)c1c(C)cc(N2CCCC2=O)cc1C | -1 | -0.6 | 0 | -6 | -5 | 0.0 | -8 | -14 | -1
CC(=O)NCCOc1cccc(OCCNC(C)=O)c1 | -11 | 2.2 | -2 | 9 | 8 | -0.1 | -16 | -5 | 3
CC(NC(=O)C12CC3CC(CC(C3)C1)C2)C(=O)NCCN(C)C (centres undefined) | -26 | 0.0 | -15 | 4 | 1 | 2.3 | 20 | -16 | 2
O=C(COC(=O)C1(c2ccccc2)CC1)N1CCN(c2ccc(F)cc2)CC1 | 8 | -0.3 | -3 | 1 | -16 | -1.7 | -6 | 13 | 15
CCNC(=O)CC1C(=O)N(c2ccc(OC)cc2)C(=O)N1Cc1ccc(OC)cc1 (centres undefined) | nt | -0.2 | 6 | -2 | 3 | nt | 13 | -16 | -5
CCc1nccn1S(=O)(=O)c1ccc(Br)cc1Br | -9 | 0.1 | 0 | -13 | 3 | -0.8 | 5 | -11 | 4
COc1cc2c(cc1OC)CN(Cc1cc(=O)n3cc(C)ccc3n1)CC2 | 2 | 0.4 | -8 | 12 | 0 | -1.3 | 6 | -3 | 5
O=C(O)c1ccc(-n2nc(C(F)(F)F)c3c2-c2ccoc2CC3)cc1 | 0 | -1.4 | -22 | 8 | 15 | -0.8 | -11 | 28 | -7
COc1ccc(N2CCN(Cc3nc4c(c(=O)n(C)c(=O)n4C)n3Cc3cccc(C)c3)CC2)cc1 | 1 | -0.3 | -15 | 6 | -11 | 0.2 | 16 | 17 | -8
CN1CC(=O)N(C)c2nc(Br)n(C)c2C1=O | -13 | 1.5 | 26 | -3 | -10 | -0.4 | -21 | -10 | -2
O=C(CSc1nccn1-c1ccccc1)N1CCc2ccccc21 | -10 | 0.0 | 6 | 1 | 0 | -1.3 | 8 | 10 | -3
CCc1nnc(NC(=O)CSc2nnc(-c3ccoc3C)n2CC(C)C)s1 | 1 | -0.3 | -10 | -3 | 2 | -0.6 | 10 | 9 | 2
COc1ccc(CNC(=O)c2ccc(CN3CCOCC3)cc2)cc1 | nt | 0.0 | 3 | -10 | 9 | -1.2 | 7 | 2 | -4
C=CCn1c(=N)n(CC(O)COc2ccc(OC)cc2)c2ccccc21 (centres undefined) | -10 | -0.8 | 28 | 15 | -17 | -0.2 | -2 | -4 | 23
O=C(CN1C(=O)NC2(CCCc3ccccc32)C1=O)N1CCc2ccccc2C1 (centres undefined) | 2 | 0.4 | -1 | -4 | 2 | -0.9 | -16 | 3 | 5
Cn1c(Cc2csc(N)n2)nnc1SCC(=O)NC1CCCCC1 | -5 | 0.5 | 12 | -9 | -4 | -0.1 | -2 | -12 | -6
COc1cc(-n2c3nc4ccccc4nc3c3c(=O)n(Cc4ccco4)cnc32)cc(OC)c1OC | 4 | 0.2 | -18 | nt | 9 | -1.6 | 17 | -5 | -3

Reformatted as a markdown table: three of the compounds above.
| smiles | S1P1 ag pot | HTR1E agonist | RORA act | 5HT1a antag | SF-1 act | S1P3 agonist | AP ELISA ortho | tolC growth inh | HTR1E antagonist |
| --- | --- | --- | --- | --- | --- | --- | --- | --- | --- |
| CC(=O)NCCOc1cccc(OCCNC(C)=O)c1 | -11 | 2.2 | -2 | 9 | 8 | -0.1 | -16 | -5 | 3 |
| CC(NC(=O)C12CC3CC(CC(C3)C1)C2)C(=O)NCCN(C)C (centres undefined) | -26 | 0.0 | -15 | 4 | 1 | 2.3 | 20 | -16 | 2 |
| O=C(COC(=O)C1(c2ccccc2)CC1)N1CCN(c2ccc(F)cc2)CC1 | 8 | -0.3 | -3 | 1 | -16 | -1.7 | -6 | 13 | 15 |
